FadD28 binding: inhibitors of Mycobacterium tuberculosis FadD28 bisubstrate binding | FadD28 bisubstrate probe binding, fluorescence polarization | inhibition, % at 12.5 µM | 360,000 tested, 0.22% active; in the data active = inhibition above about 8.5%, passing the limit was not always enough
Vc quorum ag: inducers of Vibrio cholerae quorum light production without autoinducers; AID 588436; V. cholerae BH1578 lux reporter, luminescence, 6 h; activation, % at 18.7 µM; 350,000 tested, 0.16% active; in the data active = activation mostly above about 9.7%, no sharp cut-off; note: not every result past the cut was called active; inactives centre near 0; reference of the scale not given here
TcdB inh: blocks C. difficile toxin B glycohydrolase activity | P18177 | 350,000 tested, 0.24% active | inhibition, % at 9.99 µM | TcdB glycohydrolase enzymatic assay, plate reader; in the data active = inhibition above about 10%
Mtb BioA inh: BioA (M. tuberculosis) enzyme inhibition. 360,000 tested, 0.096% active. purified M. tuberculosis BioA enzyme, plate reader. inhibition, % at 9.99 µM. AID 602481; in the data active = inhibition above about 40%
Mtb UGM inh: blocks M. tuberculosis UGM enzyme | purified UGM, fluorescence polarization probe displacement | inhibition, % at 10 µM | 320,000 tested, 0.06% active | AID 504406; in the data active = inhibition above about 10%, passing the limit was not always enough
Target sequence (P9WIQ1 whole entry, looked up): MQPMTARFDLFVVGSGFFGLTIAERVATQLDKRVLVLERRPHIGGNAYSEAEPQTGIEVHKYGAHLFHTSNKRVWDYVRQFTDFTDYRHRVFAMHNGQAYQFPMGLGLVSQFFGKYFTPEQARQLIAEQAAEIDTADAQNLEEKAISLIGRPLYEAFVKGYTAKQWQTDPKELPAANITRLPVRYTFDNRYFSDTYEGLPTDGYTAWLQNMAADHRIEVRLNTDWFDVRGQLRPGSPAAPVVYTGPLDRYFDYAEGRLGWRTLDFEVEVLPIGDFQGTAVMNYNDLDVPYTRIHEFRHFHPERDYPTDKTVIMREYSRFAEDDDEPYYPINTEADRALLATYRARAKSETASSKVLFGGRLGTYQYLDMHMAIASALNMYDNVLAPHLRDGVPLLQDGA
Yp Topo-I inh: Y. pestis Topo-I inhibition via cleavage products. Y. pestis Topo-I cleavage product accumulation, plate reader. activity, % at 10 µM. 360,000 tested, 0.064% active; in the data active = activity above about 50%, passing the limit was not always enough; note: inactives centre near 2
GDH-TPI inh: counter-screen for M. tuberculosis FBA inhibitors: GDH-TPI coupled enzymes; GDH-TPI coupled enzyme counterscreen, NADH absorbance; inhibition, % at 4.8 µM; 360,000 tested, 1.2% active; AID 588335; in the data active = inhibition above about 30%;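 note: 0% = DMSO wells and 100% = wells lacking the enzyme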
FBA Mtb inh: Mtb fructose-bisphosphate aldolase inhibition; P9WQA3; purified M. tuberculosis FBA, fluorescence read-out; inhibition, % at 1 µM; 360,000 tested, 2.3% active; AID 588726; in the data active = inhibition above about 27%;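 note: 0% = vehicle and 100% = reference inhibitor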
Target sequence (P9WQA3 whole entry, looked up): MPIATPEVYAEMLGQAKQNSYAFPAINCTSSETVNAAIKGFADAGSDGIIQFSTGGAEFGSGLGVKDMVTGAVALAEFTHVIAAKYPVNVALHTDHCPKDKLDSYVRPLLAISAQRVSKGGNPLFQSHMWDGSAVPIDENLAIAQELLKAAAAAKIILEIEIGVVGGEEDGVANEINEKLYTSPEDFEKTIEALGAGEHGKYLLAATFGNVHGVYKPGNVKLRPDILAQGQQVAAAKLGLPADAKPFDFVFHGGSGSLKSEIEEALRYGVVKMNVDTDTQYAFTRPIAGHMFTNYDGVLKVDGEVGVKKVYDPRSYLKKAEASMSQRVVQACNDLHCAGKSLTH
PfHsp40 yeast: rescue of PfHsp40-mediated yeast toxicity; growth rescue, % at 12.5 µM; S. cerevisiae expressing PfHsp40, growth rescue, ATP luminescence; 340,000 tested, 0.68% active; in the data active = growth rescue above about 28%, passing the limit was not always enough;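 note: yeast W303a lacking pdr1 and pdr3 grown in galactose medium; growth measured after three days at 30 °C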
* = called active by the depositor; i = inactive; . = no result given; & = joins results of further samples.

SMILES	FadD28 binding	Vc quorum ag	TcdB inh	Mtb BioA inh	Mtb UGM inh	Yp Topo-I inh	GDH-TPI inh	FBA Mtb inh	PfHsp40 yeast
CC(C)CCNC(=O)c1c(N)n(CC2CCCO2)c2nc3ccccc3nc12 (stereo not drawn)	-2.6	-0.2	.	0.8	-3.6	45	12	19	0.8
O=C(Nc1ccc(CN2CCOCC2)cc1)c1ccc(-c2cc(Cl)ccc2Cl)o1	-5.2	-0.3	.	-1.2	-0.2	16	18	2	1.2
COc1ccc(CN2CCN(C3CCC3)CC2CCO)cc1C (stereo not drawn)	0.6	i	-0.6	-8.8	0.2	-7	-1	3	-0.7
O=C(Nn1c(O)c(C=C2N=c3ccccc3=N2)sc1=S)c1ccccc1Cl	-0.8	-1.0	.	-0.8	0.9	-13	29	-6	0.1
CCCCSc1nnc(-c2ccc(NC(=O)CCc3ccccc3)cc2)n1C	-1.8	i	.	0.4	-2.2	6	10	2	0.4
COc1cccc(C(=O)NC(C)C(c2cccs2)N2CCN(C)CC2)c1 (stereo not drawn)	-0.8	i	.	-1.6	.	0	-3	1	-0.6
O=C1CSC(=S)N1	-4.1	i	0.6	-0.4	3.1	10	-4	-2	-1.1
Cc1ccc(Nc2nc(=O)c3cccnc3s2)c(Br)c1	-4.6	-0.5	-0.4	0.6	-1.3	13	7	-3	-0.9
COCCNC(=O)C(OC(=O)CC1Sc2ccccc2NC1=O)c1ccccc1 (stereo not drawn)	-3.9	-0.7	.	-1.3	0.8	16	-8	2	0.3
COc1ccc(-c2nnn(CC(=O)NCc3cccs3)n2)cc1OC	-4.2	-0.3	.	.	-1.7	-6	-6	-1	0.6
O=C(CC1SCCNC1=O)Nc1cccc(Cl)c1 (stereo not drawn)	-0.9	i	.	-1.2	-0.2	-9	6	1	0.7
O=C1CC(c2ccccc2)CN1 (stereo not drawn)	-3.9	-1.1	-1.7	-1.6	2.0	1	-10	0	0.0
Cc1ccc(OCCCn2ccnc2)c(Br)c1	-2.4	-0.6	0.5	-0.6	-1.0	6	13	1	0.5
Cc1ccc(C(=O)NCc2ccccc2F)cc1S(=O)(=O)N1CCCC1	1.1	i	0.3	-0.5	0.5	7	-1	0	-0.1
CSc1oc(-c2ccccc2)nc1S(=O)(=O)c1ccc(F)cc1	0.6	i	0.2	.	-0.5	-6	12	2	0.1
CCCn1nnc(NC(=O)c2ccc(Br)cc2)n1	-1.5	0.1	0.5	0.1	-1.3	1	8	1	1.0
Cc1oc(-c2ccccc2Cl)nc1CS(=O)CC(=O)NCc1ccccc1Cl (stereo not drawn)	1.0	i	0.3	1.0	0.1	43	6	0	0.0
Cc1ccc2nc(C)c(C(=O)N/N=C/c3ccc(N4CCOCC4)cc3)cc2c1	-3.6	-1.4	.	.	-0.6	1	41*	-3	-0.4
CC(C)N(Cc1nccn1C)C(=O)c1ccc2oc(CCCc3ccccc3)nc2c1	.	-0.1	0.9	-6.7	-1.0	20	11	8	-1.1
CC1CN(Cc2ccccn2)CCC1=O (stereo not drawn)	-0.1	-0.4	.	.	-1.4	-3	-4	1	-0.5

Next section, overlapping the part above by 2 compounds.
SMILES	FadD28 binding	Vc quorum ag	TcdB inh	Mtb BioA inh	Mtb UGM inh	Yp Topo-I inh	GDH-TPI inh	FBA Mtb inh	PfHsp40 yeast
CC(C)N(Cc1nccn1C)C(=O)c1ccc2oc(CCCc3ccccc3)nc2c1	.	-0.1	0.9	-6.7	-1.0	20	11	8	-1.1
CC1CN(Cc2ccccn2)CCC1=O (stereo not drawn)	-0.1	-0.4	.	.	-1.4	-3	-4	1	-0.5
O=C(Nc1ccccc1N1CCOCC1)c1ccc2c(c1)OCO2	0.2	0.3	1.1	.	0.6	-1	0	-2	1.7
CCCCNC(=O)c1ccc(N2CCC3(CC2)OCCO3)c([N+](=O)[O-])c1	-1.1	-0.7	.	1.7	-0.1	-7	8	-2	-0.5
Cc1ccc2nc(SCC(=O)Nc3c(F)cccc3F)[nH]c2c1	-0.1	-0.3	2.0	0.1	0.3	9	5	-2	-0.2
CCOc1ncccc1C(=O)Nc1cccc(-n2cnnn2)c1C	-0.7	i	-1.6	0.0	3.7	10	-6	2	-0.6
NC(CSCc1cccc(Br)c1)C(=O)O (stereo not drawn)	-1.6	0.4	0.5	.	0.1	-11	5	4	0.4
COc1ccccc1C(=O)NC(=O)COC(=O)c1ccc([N+](=O)[O-])cc1	-1.6	2.6	1.8	.	-1.8	-7	6	5	1.9
O=C1CCc2cc(S(=O)(=O)N3CCN(C(=O)c4ccco4)CC3)ccc2N1	0.3	i	.	0.7	-2.5	1	6	2	-1.1
C[C@H]1CN([C@@H](C)CO)C(=O)CCCn2cc(nn2)CO[C@@H]1CN(C)S(=O)(=O)c1ccc(-c2ccccc2)cc1	0.3	-0.7	-5.5&1.0&1.0	0.1&-0.5&-0.6	.	12	5	0	.
Cc1cccc(-n2c(C)nc3cc(C(=O)NCCN4CCOCC4)ccc32)c1	-0.2	-0.5	1.7	2.5	.	1	5	-2	.
Cc1ccc2c(=O)n3c(nc2c1)C(CC(C)C)NC(=O)c1cccnc1-3 (stereo not drawn)	-2.4	0.1	0.2	-0.5	.	6	7	-2	.
CCCCc1cc(=O)oc2cc(C)cc(OCC(=O)NCc3ccncc3)c12	-2.0	-0.6	0.7	0.4	0.1	3	7	81*	-0.7
O=C(N/N=C/c1ccco1)c1cc(-c2ccccc2)nc2ccccc12	-2.9	-1.7	0.1	-1.5	1.3	1	24	-3	-0.5
CCNC(=S)NNC(=O)c1csc(C)c1	0.3	-0.2	1.4	-1.0	2.5	-5	2	-1	-1.6
Cc1ccc(-n2cc(CN3CCNC(=O)CC3)c(-c3cccc(C)c3)n2)cc1	-3.5	-2.1	3.1	3.1	0.9	31	7	-2	-1.4
O=C1N=c2ccccc2=C1c1c(O)[nH]c2c(C(F)(F)F)cccc12	-1.3	-0.3	0.4	-1.9	1.5	-3	1	1	0.9
Cc1ccc2ncnc(Oc3ncccc3[N+](=O)[O-])c2c1	-3.1	i	1.1	-0.6	0.4	-3	6	7	0.1
CC1CCN(S(=O)C23CC4CC(CC(C4)C2)C3)CC1 (stereo not drawn)	-1.3	-0.2	1.1	.	0.6	8	1	5	-0.1
COc1ccc(C2=NN(CN3C(=O)C(=O)c4ccccc43)C(c3ccc(OC)cc3)C2)cc1 (stereo not drawn)	-1.8	-0.2	-0.9	.	0.4	-9	3	5	-0.9
Cc1c(C(=O)Nc2ccc(Cl)cc2)c2ccccn2c1C(=O)c1ccccc1	0.5	i	.	-2.1	-1.3	5	8	2	1.0
O=C(COc1cc(O)c2c(=O)cc(-c3ccccc3)oc2c1)c1ccc(F)cc1	0.4	2.5	0.6	.	-1.5	8	11	-1	1.4
CCCCN(C(=O)/C=C/c1ccc(OCC(C)C)c(OCC)c1)c1c(N)n(CCC)c(=O)[nH]c1=O	-2.9	-0.3	0.8	.	-0.8	0	3	-3	-0.2
CCOC(=O)c1cccc(S(=O)(=O)N(CCO)Cc2cc3cc(OC)ccc3[nH]c2=O)c1	-5.7	-0.6	1.2	-2.1	.	11	6	3	-0.3
Cn1c(=S)c2[nH]c(SCCN)nc2n(C)c1=O	1.8	-4.3	1.3	-0.3	.	2	24	25	1.4
CC(Oc1ccc(Cl)cc1Cl)c1ccnc2nc(N3CCOCC3)nn12 (stereo not drawn)	-6.8	-0.2	1.3	11	0.5	35	8	3	1.4
Cn1c(=O)oc2cc(S(=O)(=O)NCc3ccncc3)ccc21	0.2	0.0	.	0.6	-2.7	6	8	1	1.8
CC(C)(C)OC(=O)C[C@@H]1C/C=C\C[C@H](CC(=O)N[C@H](CO)Cc2ccccc2)C(=O)N[C@H](Cc2ccccc2)COC1=O	-3.3	i	0.9	-0.8	2.8	7	-2	1	1.7
CCN1CCCC1CNC(=O)CCc1nc(-c2ccc(C)cc2)no1 (stereo not drawn)	-1.3	i	.	0.1	-0.7	2	2	5	-2.4
CCOC(=O)c1cccc(NC(=O)c2ccc(N(C)C)cc2)c1	-2.4	-0.4	1.9	.	1.9	-7	24	2	2.2
O=C(CCN1C(=O)[C@@H]2Cc3ccccc3CN2C1=O)N[C@@H](Cc1ccccc1)C(=O)O	4.4	0.6	2.3	-1.1	0.8	2	-4	2	1.2
COc1ccc(OCC(=O)Nc2c3c(nn2-c2ccccc2)CS(=O)(=O)C3)cc1	-2.3	-0.1	-1.0	-1.4	-0.4	8	-9	0	-0.9
CC1CCN(C(=O)CNC(=O)c2ccc(Br)o2)CC1	-1.1	-0.8	1.5	-1.4	-0.8	-5	10	4	0.0
Cc1ccc(-c2nnc(Nc3ccc(OCC(N)=O)cc3)c3ccccc23)cc1S(N)(=O)=O	-1.3	-1.6	1.3	2.1	0.2	9	19	4	1.9
Cn1c(=O)c2c(nc(SCCCC#N)n2Cc2ccccc2F)n(C)c1=O	-0.5	i	2.4	-6.1	-1.3	-3	14	3	-2.4
Cn1nc(-c2ccccc2)c(-c2nc(-c3cccc(C(F)(F)F)c3)no2)c1Cl	-1.7	i	0.6	-2.4	-2.6	-3	-1	0	-0.7
COc1ccc(OCC(=O)Nc2cc3oc4ccccc4c3cc2OC)cc1	-6.7	-0.5	.	0.4	-3.4	-2	-1	0	0.6
CCOc1ccc2nc(NC(=O)Nc3ccccc3)sc2c1	-4.3	i	.	.	1.4	5	-5	0	0.2
COCCC(=O)N1CCC(Oc2ccc(C(=O)NCCCC3CCCC3)cc2)CC1	-0.6	-0.4	-9.7	-2.4	0.2	27	3	3	0.8
COc1ccccc1CNC(=O)c1cc(C(=O)CC(C)C)c[nH]1	-2.3	i	0.9	-0.6	2.6	-3	0	0	-0.4
Cc1ccc(-c2ccc(C(=O)NCc3ccc(Cl)cc3)o2)c2ccccc12	-1.1	i	1.1	1.3	1.1	15	10	17	3.8
CCn1c(O)c(C=Nc2ccc(S(N)(=O)=O)cc2)c(=O)[nH]c1=S	2.5	-0.3	.	.	-0.8	2	6	0	-1.0
COc1ccc(OCc2ccc(C(=O)NN)cc2)cc1	-4.4	-1.7	.	-1.3	2.7	6	-4	-1	6.5
Cc1sc2nc(N)sc2c1C	-3.2	-0.4	.	-2.3	-1.7	-7	1	1	-2.2
CCOC(=O)C1=C(N)Oc2cc(C)oc(=O)c2C12C(=O)N1c3c(cccc32)C(C)CC1(C)C (stereo not drawn)	0.3	0.9	0.2	.	0.4	0	-1	7	-0.5
COc1cc(C(O)c2nc3ccccc3n2C)cc(OC)c1OC (stereo not drawn)	-0.3	i	.	7.0	-0.8	-1	-1	2	-1.4
COc1ccc(C(=O)NC2(C(F)(F)F)NC(=O)N(CCCc3ccccc3)C2=O)c(OC)c1OC (stereo not drawn)	-3.3	i	.	-0.3	3.6	5	-1	1	15
Cc1cc(/C=C2\C(=O)NC(=S)N(C)C2=O)c(C)n1C1CCCCC1	-1.8	-1.4	.	.	-5.0	1	3	1	-1.5
CC(=O)c1cccc(NC(=O)Nc2nc(C)cc(C)n2)c1	-2.7	1.7	-1.0	1.7	0.4	5	-6	2	-0.4
Clc1cccc(N2CCN(Cc3nc(-c4ccccc4)no3)CC2)c1	-3.8	-0.2	0.5	0.2	-0.8	11	1	1	6.1
CC(C)(C(N)=O)N1CCN(c2ncc(C(F)(F)F)cc2Cl)CC1	0.2	-0.2	.	0.3	-5.3	-1	-12	-3	-0.7

Entries of single compounds, quoted from the list. Order of values: FadD28 binding, Vc quorum ag, TcdB inh, Mtb BioA inh, Mtb UGM inh, Yp Topo-I inh, GDH-TPI inh, FBA Mtb inh, PfHsp40 yeast
Cc1cc(/C=C2\C(=O)NC(=S)N(C)C2=O)c(C)n1C1CCCCC1 is listed with -1.8, -1.4, ., ., -5.0, 1, 3, 1, -1.5
CC(C)(C(N)=O)N1CCN(c2ncc(C(F)(F)F)cc2Cl)CC1 is listed with 0.2, -0.2, ., 0.3, -5.3, -1, -12, -3, -0.7
COc1ccc(C(=O)NC2(C(F)(F)F)NC(=O)N(CCCc3ccccc3)C2=O)c(OC)c1OC (stereo not drawn) is listed with -3.3, i, ., -0.3, 3.6, 5, -1, 1, 15
CC(=O)c1cccc(NC(=O)Nc2nc(C)cc(C)n2)c1 is listed with -2.7, 1.7, -1.0, 1.7, 0.4, 5, -6, 2, -0.4
COc1cc(C(O)c2nc3ccccc3n2C)cc(OC)c1OC (stereo not drawn) is listed with -0.3, i, ., 7.0, -0.8, -1, -1, 2, -1.4

The order is random; 4.6% or so of the library scored in one or more.
